Assay outcomes: PubChem, Fisher Drug Discovery Resource Center
hcGAS inh = Primary biochemical luminescence assay for human cyclic GMP-AMP synthase inhibitors | inhibition, % at 12.5 µM | actives 0.081% (n = 290,000) | AID 1259398, 2018 | recombinant h-cGAS, ATP depletion, Kinase-Glo luminescence | Q8N884;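 also: 0% = vehicle reaction and 100% = reaction without DNA for no activity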
Target sequence (Q8N884 whole entry, looked up): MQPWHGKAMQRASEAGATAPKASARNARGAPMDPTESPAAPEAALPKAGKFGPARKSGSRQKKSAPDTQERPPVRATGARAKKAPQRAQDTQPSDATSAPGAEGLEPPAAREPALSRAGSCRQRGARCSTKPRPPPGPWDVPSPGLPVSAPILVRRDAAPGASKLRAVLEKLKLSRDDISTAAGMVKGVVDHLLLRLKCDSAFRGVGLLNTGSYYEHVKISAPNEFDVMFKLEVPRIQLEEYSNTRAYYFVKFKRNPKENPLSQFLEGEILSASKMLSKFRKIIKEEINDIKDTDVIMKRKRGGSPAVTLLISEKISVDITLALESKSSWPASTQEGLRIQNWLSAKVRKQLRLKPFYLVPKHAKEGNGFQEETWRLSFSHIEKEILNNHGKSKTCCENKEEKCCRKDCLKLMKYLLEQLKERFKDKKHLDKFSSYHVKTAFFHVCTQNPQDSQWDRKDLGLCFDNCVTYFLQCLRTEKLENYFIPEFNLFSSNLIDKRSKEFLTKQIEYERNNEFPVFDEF
NPYLR7 agonist = agonists of mosquito NPYLR7 receptor, primary screen, cell-based, Aedes aegypti, calcium fluorescence, mosquito biting behavior | actives 0.15% (n = 270,000) | activation, % at 10 µM | Aedes aegypti neuropeptide Y-like receptor 7 (NPYLR7) | HEK293T NPYLR7/Galpha15, GCaMP6s calcium fluorescence; in the data active = activation above about 40%;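 also: 0% = vehicle and 100% = reference agonist at the receptor; some compounds past the cut are filed as inactive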
mcGAS lum = cyclic GMP-AMP synthase inhibitors, mouse, primary biochemical chemiluminescence. recombinant cGAS, Kinase-Glo ATP depletion luminescence. actives 0.15% (n = 160,000). Q8C6L5. inhibition, % at 12.5 µM;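 also: 0% = negative control wells and 100% = reference inhibitor with no enzyme activity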
* = called active by the depositor; & = joins results of further samples. Rule as the data show it, unless noted: active = inhibition above about 40%; inactive = the rest.

How did COc1ccc(-c2nccn2CCCn2ccnc2)c2ccccc12 do in these assays?
hcGAS inh: -7; NPYLR7 agonist: 5; mcGAS lum: -19

How did Fc1ccc(-c2cnn3c(NCc4cccc(Cl)c4)ccnc23)cc1Cl do in these assays?
hcGAS inh: -8; NPYLR7 agonist: -1; mcGAS lum: -3

What do the screens show for `O=c1c2c(-c3ccco3)csc2nc(SCCN2CCOCC2)n1-c1ccccc1`?
hcGAS inh: -6; NPYLR7 agonist: -2; mcGAS lum: -5

How did Cc1onc(-c2ccccc2Cl)c1C(=O)N1CCN(CC(OCc2ccc(C#N)cc2)c2cccc(N3CCCC3)c2)CC1 (stereo not given) do in these assays?
hcGAS inh: -7; mcGAS lum: -6

What do the screens show for `Cc1cc(NCCCn2ccnc2)n2ncc(-c3ccc(Cl)cc3)c2n1`?
hcGAS inh: -4; NPYLR7 agonist: 3; mcGAS lum: -5

How did Cc1ccccc1CN(C)CN1C(=O)C(=O)c2cc3c(cc21)OCCO3 do in these assays?
hcGAS inh: -8; NPYLR7 agonist: 2

Results for CC(C)CN(CC(=O)N(CCc1c[nH]c2ccccc12)Cc1ccc(C(F)(F)F)cc1)C(=O)C1CCC1 ?
hcGAS inh: -5; NPYLR7 agonist: 21; mcGAS lum: -6

Results for Cc1ccnc(CC(C)N(C)C(=O)c2nccc3ccccc23)c1 (stereo not given) ?
hcGAS inh: -6; NPYLR7 agonist: -2; mcGAS lum: -11

How did Cc1ccccc1C(C)(C)CNC(=O)C(=O)N(C)c1cccc(C#N)c1 do in these assays?
hcGAS inh: 2; NPYLR7 agonist: -5; mcGAS lum: 0

Results for COc1ccc(N2C(=O)/C(=C\C3CCOC3)N(C)C2=S)c([N+](=O)[O-])c1 (stereo not given) ?
hcGAS inh: -3; NPYLR7 agonist: -3; mcGAS lum: -5

How did Cc1ccc(NC(=O)Cn2nnc(C(=O)NCc3ccccc3)c2N)c(C)c1 do in these assays?
hcGAS inh: -7; NPYLR7 agonist: -6; mcGAS lum: -7

What do the screens show for `Cc1cccc(C)c1NC(=O)c1c(-c2ccccc2Cl)noc1C`?
hcGAS inh: -2; NPYLR7 agonist: 4

Results for CN(C(N)=O)c1ccc(OCc2nc(-c3ccsc3)no2)cc1 ?
hcGAS inh: -7; NPYLR7 agonist: 9

Results for Cc1ccccc1-c1ccc(CN2CCC(Cc3nncn3C)CC2)cc1 ?
hcGAS inh: -5; NPYLR7 agonist: 14; mcGAS lum: -10

What do the screens show for `N#C/C(=C\c1c(Cl)cccc1Cl)c1nn(CCO)c(N)c1C#N`?
hcGAS inh: -5; NPYLR7 agonist: 1

Of the compounds above, 2 contain an aryl methoxy group.
How did COc1ccc(-c2nccn2CCCn2ccnc2)c2ccccc12 do in these assays?
hcGAS inh: -7; NPYLR7 agonist: 5; mcGAS lum: -19

Results for COc1ccc(N2C(=O)/C(=C\C3CCOC3)N(C)C2=S)c([N+](=O)[O-])c1 (stereo not given) ?
hcGAS inh: -3; NPYLR7 agonist: -3; mcGAS lum: -5

Continued.
How did O=c1cc(CN2CCCC2c2ccc(F)cc2)nc2c(O)cccn12 (stereo not given) do in these assays?
hcGAS inh: -9; NPYLR7 agonist: 7; mcGAS lum: -10

What do the screens show for `Cc1csc(C2C(N)=NC(=S)C(C#N)C23CCCC3)n1` (stereo not given)?
hcGAS inh: -3; NPYLR7 agonist: 4

How did Cc1ccoc1C(=O)Nn1cnc2scc(-c3ccccc3)c2c1=O do in these assays?
hcGAS inh: -4; NPYLR7 agonist: 0; mcGAS lum: -8

What do the screens show for `C=C(C)[C@@H]1CC=C(CN2CCC(n3nccc3NC(=O)Cc3ccccc3)CC2)CC1`?
hcGAS inh: -8&-4; NPYLR7 agonist: 13; mcGAS lum: -9

How did COc1ccccc1-c1onc(C)c1C(=O)NCc1ccco1 do in these assays?
hcGAS inh: -3; NPYLR7 agonist: 6; mcGAS lum: -3

Results for Cc1nc2n(n1)C(=O)C(C(c1ccccc1F)N1CCN(c3cccc(Cl)c3)CC1)S2 (stereo not given) ?
hcGAS inh: -7; NPYLR7 agonist: -4; mcGAS lum: -7

What do the screens show for `CCN(CC)C(=O)C1C(=O)NC2(C)CC1c1ccccc1O2` (stereo not given)?
hcGAS inh: -6; NPYLR7 agonist: 2

What do the screens show for `CC1CN(c2cc(Oc3cccc(F)c3)ncn2)CCN1Cc1cccc(C(F)(F)F)c1` (stereo not given)?
hcGAS inh: -5; NPYLR7 agonist: 5; mcGAS lum: -4

How did CCc1ncc(C(=O)N2CCn3nc(C(=O)Nc4ccccc4)cc3C2)cn1 do in these assays?
hcGAS inh: -5; NPYLR7 agonist: 6; mcGAS lum: -10

How did CCN(CC)c1ccc(NC(=O)c2cc3ccccc3oc2=O)cc1 do in these assays?
hcGAS inh: -4; NPYLR7 agonist: 5; mcGAS lum: -5

Results for COc1cccc(N2C(=O)CSC2c2cccc(NC(=O)CCC3CCCC3)c2)c1 (stereo not given) ?
hcGAS inh: -8; mcGAS lum: -8

How did COc1ccccc1NC(=O)N(Cc1ccc(OS(=O)(=O)C(C)C)cc1)Cc1ccco1 do in these assays?
hcGAS inh: -2; NPYLR7 agonist: 27; mcGAS lum: -9

How did CC(=O)NC(=S)NNC(=O)c1ccccc1OCc1ccccc1 do in these assays?
hcGAS inh: -5; NPYLR7 agonist: -2

What do the screens show for `O=C(CN1CCC(c2ccccc2)CC1)Nc1ccc2c(c1)OCCCO2`?
hcGAS inh: -16; NPYLR7 agonist: -1

Results for Cc1ccc(NC(=O)CSc2ncc(S(=O)(=O)c3ccc(C(C)(C)C)cc3)c(=O)[nH]2)cc1 ?
hcGAS inh: 1; NPYLR7 agonist: -3; mcGAS lum: -4

What do the screens show for `COc1ccc(NC(=S)NC2CC3CCC2C3)cc1OC` (stereo not given)?
hcGAS inh: -7; NPYLR7 agonist: 6; mcGAS lum: -6

What do the screens show for `COc1cc(/C=C/C(=O)NC2CCC(C)CC2)cc(Cl)c1OC(C)C` (stereo not given)?
hcGAS inh: -1; NPYLR7 agonist: -3

What do the screens show for `COc1ccc(C2CC(=O)C3C(=Nc4ccccc4NC3c3ccc(OC)c(O)c3)C2)cc1` (stereo not given)?
hcGAS inh: -2; NPYLR7 agonist: 2; mcGAS lum: -7

Results for O=C(O)c1cc2n(n1)CCCN(C(=O)c1c(F)ccc(F)c1F)C2 ?
hcGAS inh: -6; NPYLR7 agonist: 9

Results for Cc1csc(=O)n1CC(=O)N(Cc1ccco1)Cc1cccs1 ?
hcGAS inh: -5; NPYLR7 agonist: -4

How did Fc1cc(F)cc(CSc2nnc(-c3ccco3)n2-c2ccc(Cl)c(Cl)c2)c1 do in these assays?
hcGAS inh: -3; mcGAS lum: -8

What do the screens show for `Cc1c(S(=O)(=O)CCNC(=O)NCCc2ccccc2)c2ccccc2n1Cc1ccccc1`?
hcGAS inh: -3; NPYLR7 agonist: 3

What do the screens show for `COc1ccc(C(=O)Oc2ccc(-c3nc4ccc(Br)cn4c3NC(C)(C)CC(C)(C)C)cc2)cc1`?
hcGAS inh: -7&2; NPYLR7 agonist: -3&-13; mcGAS lum: -4&-3

Results for C=c1onc(-c2ccccc2)c1=c1[nH]/c(=C\c2ccc(OC(C)=O)c(OC)c2)c(=O)o1 ?
hcGAS inh: -3; NPYLR7 agonist: 0; mcGAS lum: -4

What do the screens show for `Cc1cccc(CN2CCC(N3CCC(C(=O)NC4CCOC4)CC3)CC2)n1` (stereo not given)?
hcGAS inh: -10; NPYLR7 agonist: 2; mcGAS lum: -16

What do the screens show for `COc1cc(-c2nc(CN3CCOCC3)c(C)o2)cc2c1OCO2`?
hcGAS inh: -7; NPYLR7 agonist: 5

Results for CCCCN(CC(=O)N1CC(=O)N(c2cccc(C)c2)C1)C(=O)Nc1ccccc1OCC ?
hcGAS inh: -8; NPYLR7 agonist: 13; mcGAS lum: -5

What do the screens show for `CC(=O)Nc1nnc(CC(=O)N/N=C\c2c[nH]c3ccccc23)s1`?
hcGAS inh: 0; NPYLR7 agonist: -4; mcGAS lum: 3

Results for Cc1sc(-n2c(C)ccc2C)c(C(=O)O)c1C ?
hcGAS inh: 0; NPYLR7 agonist: 7; mcGAS lum: 2

Results for COc1cc(OC)c(N2CC(C(=O)Nc3ccc(N4CCCC4=O)c(C)c3)CC2=O)cc1Cl (stereo not given) ?
hcGAS inh: -3; NPYLR7 agonist: -1; mcGAS lum: -5

Overlap with the part before: 4 entries, followed by the next part.
Results for CCCCN(CC(=O)N1CC(=O)N(c2cccc(C)c2)C1)C(=O)Nc1ccccc1OCC ?
hcGAS inh: -8; NPYLR7 agonist: 13; mcGAS lum: -5

What do the screens show for `CC(=O)Nc1nnc(CC(=O)N/N=C\c2c[nH]c3ccccc23)s1`?
hcGAS inh: 0; NPYLR7 agonist: -4; mcGAS lum: 3

Results for Cc1sc(-n2c(C)ccc2C)c(C(=O)O)c1C ?
hcGAS inh: 0; NPYLR7 agonist: 7; mcGAS lum: 2

Results for COc1cc(OC)c(N2CC(C(=O)Nc3ccc(N4CCCC4=O)c(C)c3)CC2=O)cc1Cl (stereo not given) ?
hcGAS inh: -3; NPYLR7 agonist: -1; mcGAS lum: -5

What do the screens show for `Cc1ccc(S(=O)(=O)NCCc2csc3nc(-c4cccs4)nn23)s1`?
hcGAS inh: 4; NPYLR7 agonist: -3; mcGAS lum: 1

Results for NC(=O)C1CCN(CC(=O)Nc2oc3ccccc3c(=O)c2-c2ccc(Cl)cc2)CC1 ?
hcGAS inh: -4; NPYLR7 agonist: 6

What do the screens show for `O=C(O)c1ccccc1NC(=O)c1c2c(n3ccccc13)C(=O)c1ccccc1C2=O`?
hcGAS inh: -6; NPYLR7 agonist: -8; mcGAS lum: -1

What do the screens show for `CC(=O)Nc1ccc(-c2csc(NC(=O)c3cnc(C)cn3)n2)cc1`?
hcGAS inh: -9; NPYLR7 agonist: 3; mcGAS lum: -15

How did Cc1nc(-n2ncc(C#N)c2N)c2c3c(sc2n1)CCC3 do in these assays?
hcGAS inh: -2; NPYLR7 agonist: -7

Results for CCOC(=O)N1CCN(Cc2nnc(-c3ccc(Cl)cc3)o2)CC1 ?
hcGAS inh: -6; NPYLR7 agonist: 2; mcGAS lum: -9

How did Cc1csc(NC(=O)c2ccc(=O)[nH]n2)n1 do in these assays?
hcGAS inh: -13; NPYLR7 agonist: 6

Results for CC1(C)CN(C(=O)CCc2ccccc2)CC(=O)N(CC(O)Cn2cccc2)C1 (stereo not given) ?
hcGAS inh: -1; NPYLR7 agonist: 3; mcGAS lum: -8

Results for CCCc1nnc(NC(=O)Cn2ccccc2=O)s1 ?
hcGAS inh: -3; NPYLR7 agonist: 4

Results for CN1CCN(Cc2n[nH]c(=O)n2Cc2ccc(Cl)cc2)CC1 ?
hcGAS inh: -2; NPYLR7 agonist: 1

How did O=c1ccn([C@@H]2O[C@H](CO)[C@@H](O)[C@H]2O)c(=O)[nH]1 do in these assays?
hcGAS inh: -8; NPYLR7 agonist: -6; mcGAS lum: -8

What do the screens show for `CN(Cc1ccc(C(N)=O)cc1)c1cccc(F)c1C#N`?
hcGAS inh: -9&10; NPYLR7 agonist: -3&4; mcGAS lum: -7&6

Results for Cn1c(=NC(=O)Cc2ccccc2)sc2cc(F)cc(F)c21 ?
hcGAS inh: 5; NPYLR7 agonist: 0; mcGAS lum: -1

Results for Cc1cccc(N2C(=O)c3cccc4c(N)ccc(c34)C2=O)c1 ?
hcGAS inh: 4; NPYLR7 agonist: 77; mcGAS lum: -1

Results for COc1cccc(CCNC(=O)C2CC=CCC2C(=O)N2CCC(C#N)(c3ccccc3)CC2)c1 (stereo not given) ?
hcGAS inh: -6; NPYLR7 agonist: -9

Of the compounds above, 2 have a tert-butyl group.
Results for Cc1ccc(NC(=O)CSc2ncc(S(=O)(=O)c3ccc(C(C)(C)C)cc3)c(=O)[nH]2)cc1 ?
hcGAS inh: 1; NPYLR7 agonist: -3; mcGAS lum: -4

What do the screens show for `COc1ccc(C(=O)Oc2ccc(-c3nc4ccc(Br)cn4c3NC(C)(C)CC(C)(C)C)cc2)cc1`?
hcGAS inh: -7&2; NPYLR7 agonist: -3&-13; mcGAS lum: -4&-3

More entries follow:
How did CS(=O)(=O)N1CCN(C(=O)c2[nH]c3ccc(Cl)cc3c2Cl)CC1 do in these assays?
hcGAS inh: -1; NPYLR7 agonist: -6; mcGAS lum: -3

Results for CN1CCC(N2CCCC(C(=O)N(Cc3cnn(C)c3)C3CC3)C2)CC1 (stereo not given) ?
hcGAS inh: -21; mcGAS lum: -9

Results for COC(=O)CC(=O)N1CCN(C2c3ccccc3CCc3ccccc32)CC1 ?
hcGAS inh: -13; NPYLR7 agonist: 23; mcGAS lum: -6

Results for c1ccc(-c2cnnc(NCC(c3ccccn3)N3CCOCC3)n2)cc1 (stereo not given) ?
hcGAS inh: -4; NPYLR7 agonist: -1; mcGAS lum: -4

What do the screens show for `Cc1ccc(S(=O)(=O)NC(=O)C2(C)CCN2C(=O)Cc2ccccc2Cl)nc1` (stereo not given)?
hcGAS inh: -8; NPYLR7 agonist: 4

Results for C=CCOc1ccccc1CN(CC)C(=O)c1c(C)n[nH]c1C ?
hcGAS inh: -3; NPYLR7 agonist: 0; mcGAS lum: -13
